From PubChem
TLR4 MyD88 comp – inhibitors of TLR4-MyD88 association in cells, primary screen, cell-based, HeLa CL3-4, BLA complementation, FRET ratio; Toll-like receptor 4 (Homo sapiens) + Myeloid differentiation primary response protein …; HeLa CL3-4 TLR4/MyD88 BLA complementation; inhibition, % at 8.4 µM; AID 861, 2007; 0.18% of 200,000 active; in the data active means inhibition above about 25%;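 further: 0% = vehicle and 100% = reference inhibitor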
Target sequence (O00206 whole entry, looked up): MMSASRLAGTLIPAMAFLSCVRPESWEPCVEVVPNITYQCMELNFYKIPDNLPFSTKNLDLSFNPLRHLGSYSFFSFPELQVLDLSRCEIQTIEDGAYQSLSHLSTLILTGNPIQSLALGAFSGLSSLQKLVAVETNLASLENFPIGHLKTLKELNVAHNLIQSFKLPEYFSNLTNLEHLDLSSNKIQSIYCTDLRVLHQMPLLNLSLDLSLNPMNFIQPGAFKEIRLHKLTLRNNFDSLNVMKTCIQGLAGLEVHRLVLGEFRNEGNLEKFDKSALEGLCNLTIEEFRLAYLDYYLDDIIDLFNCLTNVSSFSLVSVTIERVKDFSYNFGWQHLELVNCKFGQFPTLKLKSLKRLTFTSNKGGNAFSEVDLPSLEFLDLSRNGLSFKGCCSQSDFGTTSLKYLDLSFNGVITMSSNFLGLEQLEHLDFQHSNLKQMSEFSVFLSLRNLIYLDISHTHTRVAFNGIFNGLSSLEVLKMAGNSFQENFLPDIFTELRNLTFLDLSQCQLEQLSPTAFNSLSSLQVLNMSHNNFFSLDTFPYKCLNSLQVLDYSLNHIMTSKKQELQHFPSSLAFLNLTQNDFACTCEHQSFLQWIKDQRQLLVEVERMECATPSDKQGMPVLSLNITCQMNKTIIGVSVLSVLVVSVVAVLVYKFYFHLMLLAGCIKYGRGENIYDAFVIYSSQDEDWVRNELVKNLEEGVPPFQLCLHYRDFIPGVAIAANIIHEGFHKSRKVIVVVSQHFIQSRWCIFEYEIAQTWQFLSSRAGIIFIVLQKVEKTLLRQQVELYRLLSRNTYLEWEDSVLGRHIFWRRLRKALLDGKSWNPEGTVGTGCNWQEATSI
Target sequence (Q99836 whole entry, looked up): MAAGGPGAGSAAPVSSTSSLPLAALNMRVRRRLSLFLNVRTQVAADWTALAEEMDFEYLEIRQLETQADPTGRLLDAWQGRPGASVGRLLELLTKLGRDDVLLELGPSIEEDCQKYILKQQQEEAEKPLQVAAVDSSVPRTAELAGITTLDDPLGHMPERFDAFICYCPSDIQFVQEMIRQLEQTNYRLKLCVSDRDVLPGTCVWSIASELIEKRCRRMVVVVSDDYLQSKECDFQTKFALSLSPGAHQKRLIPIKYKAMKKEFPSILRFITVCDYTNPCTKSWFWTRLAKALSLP
STAT1 blocker – STAT1 signaling inhibitors, primary screen, cell-based, HTS, luciferase reporter. NIH 3T3 STAT1-luciferase reporter, IFN-gamma, luminescence. inhibition, % at 5.5 µM. 0.35% of 200,000 active. AID 920, 2007;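 active means inhibition above a set limit, the mean inhibition across all tested compounds plus 3 SD, cut at about 34% in these data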;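 further: 0% = IFN-gamma with DMSO and 100% = IFN-gamma with 300 µM nifuroxazide; values of inactives mirror those of a sister screen read the other way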
STAT3 blocker – IL-6 driven STAT3 reporter inhibitors, primary screen, U3A cells, luciferase, luminescence, MLSCN library. IL-6 STAT3-luciferase reporter; host cell line lacks STAT1. inhibition, % at 5.5 µM. 0.89% of 190,000 active. AID 862, 2007;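 active means inhibition above the mean inhibition across all screened compounds plus 3 SD, cut at about 44% in these data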;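 further: 0% = DMSO only wells and 100% = 100 µM nifuroxazide control wells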
Hsp70 activator – Hsp70 transcriptional activators, primary screen, cell-based, HeLa, Hsp70 promoter luciferase, luminescence, 10 µM | 0.04% of 200,000 active | activation, % at 10 µM | AID 1203, 2008 | HeLa Hsp70 promoter luciferase reporter; scaled: vehicle 0, proteasome-inhibitor control 100%;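 active means activation above the mean across all tested compounds plus 3 SD, cutoff set per campaign, cut at about 5.5% in these data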;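 further: 100% = MG132 at 30 µM as the positive control and 0% = DMSO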
Efa HMGR inh – inhibitors of E. faecalis class II HMGR, primary screen, biochemical, Enterococcus faecalis | HMG-CoA reductase (Enterococcus faecalis, mvaE) | purified E. faecalis HMGR, NADPH absorbance 340 nm kinetic | inhibition, % at 10 µM | 0.41% of 190,000 active | AID 1066, 2008;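 active means inhibition above a set limit, the median over all tested compounds plus 3 SD, cut at about 9.5% in these data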;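 further: enzyme runs in reverse so mevalonate oxidation gives rising NADPH absorbance; 0% = complete reaction with DMSO and 100% = background rate lacking mevalonate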
DTT redox prof – compounds producing H2O2 with reducing agent – biochemical, NIH compound library profiling, artefact control for MLSCN library redox annotation, primary screen | DTT-dependent redox cycling H2O2, phenol red/HRP absorbance; 100% = 100 µM peroxide control, 0% = buffer | activation, % at 10 µM | 0.03% of 200,000 active | AID 878, 2007;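 active means activation of at least 50% relative to the plate's high and low controls in the primary single-dose screen; inactive means activation below 50%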;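 further: compound incubated with DTT at 0.8 mM final as the reducing agent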
STAT1 act – STAT1 signaling activators, primary screen, cell-based, HTS, luciferase reporter | AID 932, 2007 | 2.6% of 200,000 active | NIH 3T3 STAT1-luciferase reporter, IFN-gamma, luminescence; 100% = IFN-gamma alone, no compound | activation (% of control), % at 5.5 µM;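 active means activation above the screen-wide mean activation plus 3 SD, cut at about 130% in these data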;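 further: raw ratio to IFN-gamma control signal so 100% means no change and 0% no light; values of inactives mirror those of a sister screen read the other way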
STAT3 act – IL-6 driven STAT3 reporter potentiators, primary screen, U3A cells, luciferase, luminescence, MLSCN library; IL-6 STAT3-luciferase reporter; 100% = signal with IL-6 EC80 alone; activation (% of control), % at 5.6 µM; 0.91% of 190,000 active; AID 871, 2007;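 active means activation above the screen-wide mean of compound activation plus 3 SD, cut at about 130% in these data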;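 further: 0% = background luminescence of wells with medium and substrate only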
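Material: STAT1-lacking human U3A cells, STAT3 luciferase reporter | Benchmarks: IL-6-only wells as 100% reference | Probe or stimulus: IL-6 (33 ng/mL) | Timing: Compound 1 h, then IL-6 6 h at 37 °C | Detection: Luminescence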
NF-kB expr up – activators of NF-kB expression in neurons, primary screen, cell-based, HTS; human neuronal cells, NF-kB reporter expression; hits give high values; fold change at 12.5 µM; 1.6% of 190,000 active; AID 1239, 2008; in the data active means fold change above about 3.3
APP 5'UTR act – activators of APP 5'UTR luciferase reporter, primary screen, SH-SY5Y cells; activation, % at 2 µM; SH-SY5Y APP 5'UTR luciferase reporter, luminescence; zero percent = DMSO vehicle wells; 1% of 190,000 active;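 active means activation above a set limit, based on mean plus 3 SD of controls, cut at about 140% in these data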; further: values of inactives mirror those of a sister screen read the other way
The depositor's hits bear a star; x = not tested or not shown.

SMILES | TLR4 MyD88 comp | STAT1 blocker | STAT3 blocker | Hsp70 activator | Efa HMGR inh | DTT redox prof | STAT1 act | STAT3 act | NF-kB expr up | APP 5'UTR act
C/C(=N/NC(=O)c1cccs1)c1ccco1 | 5 | -31 | 5 | 0.6 | -2 | 0.1 | 128 | 97 | 2 | 81
O=C(Nc1nnc(Cc2ccccc2)s1)c1cccs1 | -11 | -25 | -9 | 0.3 | -8 | 0.1 | 122 | 110 | 1.7 | 23
CC(NC(N)=O)C(=O)OCC(=O)c1ccc(-c2ccccc2)cc1 (configuration not stated) | 6 | -12 | -4 | -0.3 | -5 | -0.5 | 110 | 106 | 1.1 | -1
CCc1c(C)c2ccc(O)c(CN(C)C)c2oc1=O | -3 | -1 | -2 | -0.4 | -5 | -0.7 | 101 | 104 | 1.1 | -3
O=S(=O)(C=C(c1ccccc1)c1ccccc1)c1ccccc1 | 4 | 8 | 9 | 0.1 | -1 | -5.0 | 93 | 96 | 1 | 25
Cc1ccc(Cl)cc1NC(=O)N[C@@H](C)C(=O)O | -7 | -10 | 0 | 0.1 | 1 | -3.6 | 109 | 104 | 1.3 | 4
CN1CCC(=NNC(=O)C(=O)NCc2ccccc2)CC1 | 13 | 1 | 11 | 0.0 | 0 | -1.1 | 102 | 98 | 1.1 | 21
CC(=O)c1cc(-c2ccccc2)[nH]c1N1CCCC1 | 11 | 6 | 8 | 0.0 | 1 | 2.3 | 94 | 97 | 1.2 | 7
COCCNC(=O)CSc1nc2nc(C)cc(C)n2n1 | 3 | 7 | 5 | -0.5 | 2 | 0.6 | 94 | 100 | 1.3 | 11
O=C(c1cccc(F)c1)N1CCN(CC2CC3C=CC2C3)CC1 (configuration not stated) | -8 | -1 | 14 | -0.1 | 1 | 1.3 | 101 | 90 | 1.2 | 2
COc1ccccc1C(=O)N=Nc1c(O)[nH]c2ccc([N+](=O)[O-])cc12 | 1 | -26 | -24 | -0.3 | 3 | -0.1 | 124 | 126 | 1.3 | -14
O=c1c2ccccc2c(C=NCCCN2CCOCC2)c(O)n1Cc1ccccc1 | 4 | 1 | 4 | -0.1 | -1 | 0.8 | 99 | 103 | 0.85 | 21
CCCC(=O)NC(=S)Nc1ccc(Cl)cn1 | -11 | -14 | 12 | 0.0 | 29* | 0.7 | 113 | 93 | 1.4 | 24
Cc1ccc(C(=O)N2CCN(c3ccc(Cl)cc3)CC2)cc1 | -9 | -2 | 0 | -0.6 | 5 | 1.1 | 102 | 101 | 1 | 6
COC(=O)c1ccc(NC(=S)NCCC2=CCCCC2)cc1 | -8 | 12 | 34 | -0.1 | 1 | -4.3 | 90 | 80 | 1 | 3
COC(=O)C(C(=O)NCC1CCCO1)C1CCCC1 (configuration not stated) | 7 | -8 | 5 | 0.1 | 1 | -0.2 | 107 | 101 | 1.2 | 6
CN(CCC#N)C(=S)Nc1ccc(Oc2ccccc2)cc1 | -7 | -4 | 6 | -0.2 | 3 | x | 103 | 95 | 1.1 | 3
O=C(C1=C(O)C(=O)N(Cc2ccccc2)C1c1cccnc1)c1ccco1 (configuration not stated) | 4 | 4 | 4 | 0.1 | x | 2.8 | 96 | 100 | x | 34
CC(=O)NCC(=O)OCC(=O)c1ccc(Cl)cc1 | -8 | -5 | -7 | -0.1 | 0 | -0.5 | 103 | 108 | 1.2 | 8
COc1ccc(CCN2C(=O)C3C4CC(C5C(C(=O)O)=NOC45)C3C2=O)cc1OC (configuration not stated) | 8 | -4 | 10 | -0.1 | -5 | 0.3 | 104 | 97 | 1.1 | -5
O=C(c1cccc(C(F)(F)F)c1)N1CCN(c2cc(=O)[nH]nc2-c2ccccc2)CC1 | 4 | 2 | -2 | -0.1 | 0 | 2.5 | 99 | 104 | 0.89 | -14
COc1ccc(C2C=C(C)Nc3nc4ccccc4n32)cc1 (configuration not stated) | 9 | -21 | -2 | 0.0 | -9 | -1.5 | 117 | 109 | 1.4 | 5
COc1ccccc1NC(=O)Oc1ccc(C(C)=O)cc1 | 9 | -8 | -2 | -0.2 | -4 | 3.3 | 108 | 105 | 1.1 | 14
COC(=O)c1ccc(-c2noc(CN(C)CC3CCCCO3)n2)cc1 (configuration not stated) | 13 | -10 | 4 | 0.3 | -4 | 0.8 | 108 | 99 | 1.3 | 14
CC(=O)c1c(N2CCN(C)CC2)nc(=S)n(-c2cc(C)ccc2C)c1C | 3 | -7 | 4 | -0.2 | 9 | 0.4 | 103 | 100 | 1.1 | -1
O=C(O)CC(=O)Nc1cc(Cl)ccc1O | 4 | -1 | 19 | -0.6 | -4 | -0.2 | 100 | 89 | 0.8 | -15
Cc1noc(NC(=O)c2ccccc2C(F)(F)F)c1C#N | 10 | 3 | 4 | -0.4 | -4 | -1.8 | 97 | 100 | 1.9 | -13
Cc1cc(C(F)F)n2nc(C(=O)Nc3ccc(S(=O)(=O)NC45CC6CC(CC(C6)C4)C5)cc3)nc2n1 | -10 | -4 | 2 | -0.4 | 1 | 0.3 | 103 | 98 | 0.9 | -1
Cc1ccc(NC(=O)c2cc(S(=O)(=O)NCCC3=CCCCC3)ccc2F)cc1 | 8 | -6 | -4 | -0.4 | -18 | -0.4 | 105 | 106 | 0.71 | 2
Cc1cccc(-c2nnc(SCC(=O)Nc3nc4c(s3)CCCC4)n2C)c1 | 5 | 0 | 5 | -0.2 | -3 | 0.8 | 100 | 97 | 0.92 | 24
COC(=O)N/N=C/c1cc(Br)ccc1O | -13 | 2 | 24 | -0.1 | -2 | 0.3 | 96 | 83 | 1.3 | -2
CCCCCSc1nnc(-c2ccccc2N)c(=O)[nH]1 | -4 | 6 | 2 | -0.3 | 5 | 0.2 | 95 | 97 | 1.4 | 18
CC1=C(C#N)C(c2ccccc2O)C(C#N)=C(C)N1 | -14 | 7 | -47 | -0.2 | -2 | -1.3 | 93 | 143* | 1.1 | 32
O=C(Nc1ccc(N2CCOCC2)cc1)c1cc2c(s1)CCCCC2 | -10 | -12 | 11 | 0.3 | -9 | 0.2 | 109 | 95 | 1 | 3
CC(C)C(=O)Nc1cc(S(=O)(=O)Nc2ccc(Cl)cc2)ccc1Cl | 4 | -5 | -2 | -0.3 | -3 | 0.3 | 104 | 98 | 1.1 | 7
COc1ccc(-c2nnc(SCCOc3cccc(C)c3)n2N)cc1 | 6 | 5 | 9 | -0.2 | -4 | -0.3 | 96 | 96 | 0.99 | -1
CCCCOc1ccc(CSC2=NCCN2)cc1[N+](=O)[O-] | -6 | -13 | 7 | -0.3 | -6 | 0.6 | 111 | 94 | 0.99 | -8
Cc1noc(C)c1COc1cccc(C(=O)OCC(=O)N2CC(=O)Nc3ccccc32)c1 | -2 | -10 | -1 | -0.1 | 0 | -0.4 | 109 | 104 | 1.2 | -93
CCN(Cc1cnn(C)c1)Cc1nc(C2(c3ccc(C)cc3)CCCC2)no1 | 2 | 6 | 2 | -0.1 | -3 | -0.2 | 93 | 102 | 1.3 | 5
COc1ccc(/C=N/NC(=S)Nc2cc(S(=O)(=O)N3CCOCC3)ccc2N2CCOCC2)cc1O | -4 | -9 | 12 | 0.3 | -4 | -0.4 | 108 | 97 | 0.31 | -13
O=C(NCc1cccs1)c1nc2c(nnn2Cc2ccc(F)cc2)c(=O)[nH]1 | -2 | -4 | -21 | 0.9 | 2 | 0.0 | 104 | 119 | 0.93 | 13
Cn1nc(C(C)(C)C)c([N+](=O)[O-])c1C(=O)NC(C)(C)C | -10 | -3 | -2 | -0.4 | -1 | -0.2 | 102 | 102 | 1.2 | -11
CCOC(=O)C1CCN(C(=O)C2CC(=O)N(c3ccc(C)cc3)C2)CC1 (configuration not stated) | -16 | 5 | 14 | -0.3 | -6 | -0.1 | 93 | 90 | 1.3 | 6
Cc1c(C(N)=O)sc2nc(-c3ccccc3)cn12 | 5 | -27 | 6 | 0.1 | -5 | 0.0 | 124 | 99 | 2.5 | 20
CCNC(=O)OCC12CC3CC(CC(C3)C1)C2 | 9 | 4 | -8 | -0.5 | -10 | 0.3 | 97 | 103 | 1.1 | -6
C/C(=N\NC(=O)Cn1nc(C)c([N+](=O)[O-])c1C)c1ccc(O)cc1 | -7 | -3 | 10 | -0.3 | -3 | -0.2 | 103 | 93 | 1.1 | 1
CCc1cc2c(Sc3nc4ccccc4s3)ncnc2s1 | 6 | -46 | -80 | 0.8 | -3 | -2.5 | 142* | 178* | 0.69 | -21
CCOc1ccc(-c2nnn(CC(=O)c3ccc4c(c3)OCCO4)n2)cc1 | 5 | -7 | 7 | -0.3 | 0 | 0.6 | 107 | 97 | 1.1 | 17
O=C(NCC1CCCO1)c1nnc(Cc2ccc(F)cc2)o1 (configuration not stated) | 6 | -2 | 9 | -0.3 | -3 | 0.9 | 102 | 92 | 1.1 | 29
COc1ccc(NC(=S)NC23CN4CN(CN(C4)C2)C3)cc1 | -9 | 3 | -5 | -0.2 | 2 | -0.1 | 97 | 106 | 1.1 | 4

Printed as active in Efa HMGR inh, among the entries above:
molecule	TLR4 MyD88 comp	STAT1 blocker	Hsp70 activator	Efa HMGR inh	DTT redox prof	STAT1 act	STAT3 act	NF-kB expr up	APP 5'UTR act
CCCC(=O)NC(=S)Nc1ccc(Cl)cn1	-11	-14	0.0	29*	0.7	113	93	1.4	24

The list goes on:
SMILES | TLR4 MyD88 comp | STAT1 blocker | STAT3 blocker | Hsp70 activator | Efa HMGR inh | DTT redox prof | STAT1 act | STAT3 act | NF-kB expr up | APP 5'UTR act
CCN(CC)S(=O)(=O)c1cccc(-c2nnc(SC(C)C(N)=O)n2CCc2ccccc2)c1 (configuration not stated) | 7 | 6 | -2 | -0.3 | 1 | 0.2 | 95 | 108 | 0.84 | 3
O=C(C[n+]1cc(-c2ccc(F)cc2)n2c1CCC2)N1c2ccccc2Sc2ccccc21 | -10 | -23 | -1 | -0.5 | 1 | 0.7 | 121 | 99 | 1.2 | 109
CCc1c(C)nc2ncnn2c1Nc1ccc(C(C)=O)cc1 | -9 | -2 | -9 | -0.1 | -6 | -2.3 | 102 | 109 | 1.8 | 45
CCC(=O)C1CCCN(C(=O)c2ccc(OC3CCN(C(=O)c4cccnc4)CC3)cc2)C1 (configuration not stated) | 2 | 0 | 14 | 0.0 | -6 | 1.5 | 99 | 97 | 0.82 | -9
O=C(COC(=O)COc1ccc(Cl)cc1Br)NCc1cccs1 | 7 | 3 | 12 | -0.2 | 3 | 0.0 | 97 | 94 | 1.2 | 16
COc1ccc(N2CCN(C(=O)CCNS(=O)(=O)c3ccc4c(c3)CCC(=O)N4)CC2)cc1 | 0 | 0 | -2 | -0.5 | 1 | -0.6 | 99 | 106 | 0.94 | -4
